# Polio RdRp inh – poliovirus RNA polymerase inhibition | poliovirus polymerase elongation, fluorescence polarization; hits give low values | % elongation, % (compound at 16.7 µg/mL) | hit rate 0.66% among 150,000 | AID 588519; in the data active = % elongation below about 90%; also: some results filed as inactive read as strong as hits
# Target sequence (P03300 1749-2209 limits assumed): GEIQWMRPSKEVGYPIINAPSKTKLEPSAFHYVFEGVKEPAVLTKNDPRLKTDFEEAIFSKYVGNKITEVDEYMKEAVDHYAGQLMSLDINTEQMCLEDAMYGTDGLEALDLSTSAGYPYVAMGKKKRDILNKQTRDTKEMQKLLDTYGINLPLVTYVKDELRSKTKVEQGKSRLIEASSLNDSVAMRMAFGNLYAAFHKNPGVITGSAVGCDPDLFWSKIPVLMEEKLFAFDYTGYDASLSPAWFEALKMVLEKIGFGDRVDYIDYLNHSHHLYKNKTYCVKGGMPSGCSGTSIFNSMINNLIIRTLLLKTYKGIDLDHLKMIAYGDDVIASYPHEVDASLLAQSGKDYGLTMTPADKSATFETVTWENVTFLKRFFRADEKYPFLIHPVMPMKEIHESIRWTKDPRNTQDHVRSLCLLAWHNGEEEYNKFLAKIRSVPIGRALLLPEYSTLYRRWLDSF
# Polio RdRp inh FP z-score – further read-out of Polio RdRp inh, marked with its call; z-score; measured here: FP z-score; hits read low
# Numbers without * were called inactive; & = joins results of further samples. Not all compounds are listed, so the mix of outcomes need not match the whole.
SMILES,Polio RdRp inh,Polio RdRp inh FP z-score
Cc1[nH]c(C(=O)NN)c(C)c1C(=O)NC1CCCCC1,100,-0.7
CCN(CC)C(=O)CSc1nc2c(c(=O)n(C)c(=O)n2C)n1CC,101,-0.1
OC(CNCC1CCCO1)COC(c1ccc(Cl)cc1)c1ccc(Cl)cc1 (stereo unspecified),106,1.6
O=C(NCc1cccnc1)C1c2ccccc2C(=O)N1C1CCCCCCC1 (stereo unspecified),102,0.2
CCOc1ccc(C(=O)N2CC(=O)Nc3ccc(C)cc3C2c2ccccc2)cc1 (stereo unspecified),102,-0.5
COc1ccccc1Nc1nn2c(=O)c3ccc(C(=O)NCc4cccs4)cc3nc2s1,109,0.7
Cc1cc(C(=O)O)c(CSc2ncn[nH]2)o1,93,-1.1
COC(=O)CCn1c(=O)c2cccn2c2ccc(F)cc21,104,0.8
CCOC(=O)c1sc(/N=C/N(C)C)nc1C,101,-0.2
CN1CSC2=C(C#N)C(c3ccccc3)CC(=O)N2C1 (stereo unspecified),94,-3.1
N#CC1=C(N)C(C#N)(C#N)C2(C(=O)Nc3ccccc32)C2CCCC=C12 (stereo unspecified),100,0
Cc1cc(C)c(C#N)c(SCc2nc(-c3ccc(OC(F)(F)F)cc3)no2)n1,98,-1.4
Cc1ccc2c(c1)CCCN2C(=S)Nc1cccc(C(F)(F)F)c1,107,0.2
COC(=O)CN1C(=O)CSc2ccc(S(=O)(=O)Nc3cccc(Br)c3)cc21,102,-1
COc1ccc(S(=O)(=O)c2nnn(-c3ccc(C)c(Cl)c3)c2C)cc1,102,-0.1
O=C(CCNS(=O)(=O)c1cccs1)NC1CCCc2ccccc21 (stereo unspecified),105,0.1
CC(C)c1ccc(NC(=O)N2CCN(c3ccc(Cl)c(Cl)c3)CC2)cc1,120,0.3
CC(=O)Nc1cccc(C(=O)OCCN2C(=O)c3ccccc3C2=O)c1,103,0.2
Cc1ccc(C2NC(=S)NC3=C2N2CCC3CC2)cc1 (stereo unspecified),104,1
N#C/C(=C\c1ccc[nH]1)S(=O)(=O)c1ccccc1,102,0.3
COc1cc(CN(C(=O)Nc2ccccc2)c2ccccn2)cc(OC)c1OC,107,0
O=C(CSc1nnc(Cc2ccccc2)o1)N(c1ccccc1)c1ccccc1,98,-0.9
CCCn1nc(C(=O)Nc2ccc3nc(N4CCOCC4)sc3c2)ccc1=O,102,-0.3
Cc1ccc(C(=O)[C@@H]2[C@@H](C(C)(C)C)C(C#N)(C#N)[C@@]3(C)C=Cc4ccccc4N23)cc1,107,0.6
O=C(CCOc1ccccc1)NCc1ccco1,102,0
CCOC(=O)C1SC2(C(F)F)CC1(O)c1c(c(OC)c3occc3c1OC)O2 (stereo unspecified),100,-0.2
COc1cc(C(=O)N(Cc2ccccc2)Cc2cc3ccc(C)cc3[nH]c2=O)cc(OC)c1OC,105,0.2
COC(=O)Cc1c(C(=O)OC)sc(N)c1C#N,101,-0.5
Cc1cc(C(=O)CSc2cc(C(=O)c3nccn3C)c3ccccc3n2)c(C)n1C1CC1,102,0.6
Cc1ccc(C)n1-c1nnc(N2CCCC(C(=O)O)C2)s1 (stereo unspecified),103,0.2

# Some of these compounds in order of SMILES length, falling:
SMILES,Polio RdRp inh,Polio RdRp inh FP z-score
Cc1ccc(C(=O)[C@@H]2[C@@H](C(C)(C)C)C(C#N)(C#N)[C@@]3(C)C=Cc4ccccc4N23)cc1,107,0.6
COc1cc(C(=O)N(Cc2ccccc2)Cc2cc3ccc(C)cc3[nH]c2=O)cc(OC)c1OC,105,0.2
CCOC(=O)C1SC2(C(F)F)CC1(O)c1c(c(OC)c3occc3c1OC)O2 (stereo unspecified),100,-0.2
O=C(CSc1nnc(Cc2ccccc2)o1)N(c1ccccc1)c1ccccc1,98,-0.9
Cc1ccc(C)n1-c1nnc(N2CCCC(C(=O)O)C2)s1 (stereo unspecified),103,0.2
COC(=O)Cc1c(C(=O)OC)sc(N)c1C#N,101,-0.5
O=C(CCOc1ccccc1)NCc1ccco1,102,0

# Other results follow:
SMILES,Polio RdRp inh,Polio RdRp inh FP z-score
O=P1(N2CCOCC2)C=C(c2ccccc2)c2cc(Cl)ccc2O1 (stereo unspecified),106,0.4
O=C(/C=C/c1ccccc1)Nc1cc(-c2nc3ccccc3o2)ccc1Cl,103,0
COc1ccc(C2OC(COc3ccc4c(C)cc(=O)oc4c3)=NN2C(C)=O)cc1 (stereo unspecified),99,-0.6
CC(=O)Nc1ccc(NC(=O)CSc2cccc[n+]2[O-])cc1,102,0.6
CCCn1c2ccccc2n2c(C(=O)c3cccs3)c(C)nc12,107,0.5
O=C(/C=C/c1ccc(F)cc1)N(CCO)c1nc2ccccc2[nH]1,102,0
CN1C(=O)C(C(=O)O)C2CC1Oc1ccccc12 (stereo unspecified),100,-0.3
COC(=O)CNC(=O)c1cn(-c2ccc(C)c(C)c2)c(=O)c2ccccc12,103,0.3
Nc1nnc(CCN2C(=O)S/C(=C/c3ccccc3)C2=O)s1,101,-0.2
O=C1NC(=O)N(Cc2ccccc2)C(=O)/C1=C/c1ccc2c(c1)OCO2,101,0
O=C1c2ccccc2C(=O)N1CCSc1n[nH]c(=O)n1Cc1ccccc1,106,0.3
COc1ccccc1OCCn1c(CO)nc2ccccc21,101,0
O=C(Cc1ccc(F)cc1)NCc1ccc2c(c1)CCN2C(=O)c1ccc(F)cc1,110,0.7
COC(=O)c1cc(NC(=O)c2c(Cl)nc3sccn23)cc(C(=O)OC)c1,102,0.1
Cc1cn2c(=O)cc(COC(=O)c3ccc(NC(=O)COc4ccccc4C)cc3)nc2s1,107,0.3
N#C/C(=C\C=C\c1ccco1)c1nc(-c2ccccc2)cs1,111,4
CC12CCC(C(=O)Nc3ccc(Cl)cn3)(CC1=O)C2(C)C (stereo unspecified),107,0.5
Cc1ccc(NC(=O)COC(=O)COc2ccc(Cl)cc2)cc1C,101,-0.5
COc1ccc(C(CC(=O)O)Sc2ncn[nH]2)cc1 (stereo unspecified),103,0.6
O=C(NC12CC3CC(CC(C3)C1)C2)N1CCC(CN2CCCCC2)CC1,105,1.1

# Four entries drawn at random from the list so far:
SMILES,Polio RdRp inh,Polio RdRp inh FP z-score
CC12CCC(C(=O)Nc3ccc(Cl)cn3)(CC1=O)C2(C)C (stereo unspecified),107,0.5
O=C1c2ccccc2C(=O)N1CCSc1n[nH]c(=O)n1Cc1ccccc1,106,0.3
COC(=O)c1cc(NC(=O)c2c(Cl)nc3sccn23)cc(C(=O)OC)c1,102,0.1
Cc1cn2c(=O)cc(COC(=O)c3ccc(NC(=O)COc4ccccc4C)cc3)nc2s1,107,0.3

# Following part:
SMILES,Polio RdRp inh,Polio RdRp inh FP z-score
COc1ccc(CNC(=O)Cn2nc3c(cc2=O)CCCC3)cc1,114,1.5
C=NC(C(=O)NC1C(=O)N2C1SC(C)(C)C2C(=O)O)c1ccccc1 (stereo unspecified),101,0.2
O=C(NCCCN1CCCC1)c1cc2c(s1)-c1ccccc1OC2,100,-1.2
O=C(COc1ccc(-c2nnco2)cc1)NC(=O)NCc1ccco1,100,-0.2
Cn1c(=NC(=O)Cc2csc(-c3cccnc3)n2)sc2ccccc21,109,0.8
CCOc1ccccc1NC(=O)C(NC1CCS(=O)(=O)C1)c1ccccc1 (stereo unspecified),102,0.1
C=CC(=O)NC(C)(C)Cc1ccccc1,104,0.5
COc1ccc(N(Cc2nnc3n2CCCCC3)C(=O)Nc2ccccc2)cc1,100,-0.1
COC(=O)C1=CN(C)C=C(C(=O)OC)C1c1ccc(OC)cc1,102,0.6
COc1cccc(C(=O)NCC(c2ccc(N(C)C)cc2)N2CCc3ccccc32)c1 (stereo unspecified),106,0.1
O=C(COc1ccc(Cl)cc1)N1CCN(Cc2ccc3c(c2)OCO3)CC1,100&101,0.1&0.2
CCc1ccc(N(CC)c2ncnc3c2nc2n3CCCCC2)cc1,105,0.6
COc1ccc(CCNC(=O)c2ccc(Cn3c(=O)c4ccccc4n(CC(=O)C(C)(C)C)c3=O)cc2)cc1OC,111,1.5
[O-]c1nn(-c2cccc(Cl)c2)n[n+]1-c1cccc(Cl)c1,105,0.6
CN(C)c1ccc(NC(=O)NCc2ccccc2)cc1,103,0.3
COc1ccccc1CN(C(C)=O)C1CC(C)(C)N(C(C)=O)C(C)(C)C1,101,-0.1
N=c1sccn1CC(=O)O,101,-0.3
O=C(Nc1sccc1C(=O)N1CCOCC1)c1cccnc1,101,0.5
CC1CCN(C(=O)CSc2nnc(-c3ccccc3Cl)o2)CC1,109,0.9
O=C(Nc1nncs1)C12CC3CC(CC(C3)C1)C2,104,1.1
NC(=O)c1c(O)c2c([nH]c1=O)CCCC2,104,0.7
CNCc1ccc(OC)cc1,102,0
Cc1cccc(N2CCN(C(=O)c3cc4ccc5cccnc5c4[nH]3)CC2C)c1 (stereo unspecified),104,-0.5
CN1CCN(C(CNC(=O)Cc2ccc(F)cc2)c2ccc(F)cc2)CC1 (stereo unspecified),102,-0.3
CCc1ccc(C(=O)CCC(=O)O)s1,102,0.1
O=C(/C=C/c1ccc(S(=O)(=O)N2CCOCC2)cc1)N(c1ccccn1)C1CCCCC1,100,-0.4
Cc1ccc2c(c1)c1c(c(=O)n(-c3ccccc3C)c(=O)n1CC(=O)NCc1ccccc1)n2C,110,0.6
CN1CCC(OC(=O)COc2ccccc2)CC1,102,-0.1
CC(OC(=O)C1CCN(c2ccc(C(F)(F)F)cn2)CC1)C(=O)N(C)c1ccccc1 (stereo unspecified),107,0.5
O=C(NCC[n+]1ccc2ccccc2c1)c1ccccc1,105,0.2
Cc1ccc(S(=O)(=O)n2ncc3c2CCN(C(=O)OC(C)(C)C)C3)cc1,100,-0.3
Cc1[nH]c(=O)c(C#N)c(C)c1CCC(=O)N[C@@H](Cc1ccccc1)c1nc2ccccc2[nH]1,107,0.3
CCOc1ccccc1CNc1ncnc2c1nc1n2CCCC1,104,-0.5
CC(C)n1ncc2c(C(=O)O)cc(C3CC3)nc21,104,0
O=C1CCCN1Cc1nnc(SCc2c(Cl)cccc2Cl)o1,103,0.1
COc1cccc(-c2nn(-c3ccc(F)cc3)cc2C(=O)N2CCN(c3ccccc3O)CC2)c1,100,-0.3
O=C(CSc1ccccc1)c1ccccc1,79*,-2.3*
Cc1ccc(C(=O)OC(C)CN2C(C)CCCC2C)cc1 (stereo unspecified),103,0.4
Cc1cc(-c2ccc(C)c(S(=O)(=O)NCCCN3CCCCCC3)c2)on1,100,-0.4
CC1=CC(C)(C)N(C(=O)CSc2ccccn2)c2ccccc21,103,-0.2
CCOc1ccccc1NC(=O)C(=O)NCC(c1cccnc1)N1CCN(c2ccccc2)CC1 (stereo unspecified),104,-0.9
Cc1noc2c1C(c1ccccc1)C1=C(CC(C)(C)CC1=O)N2 (stereo unspecified),100,-0.6
CC(C)(C)OC(=O)N1CCC(CNC(=O)Nc2ccccc2)CC1,103,0.1
CCn1c(=O)c2cc(C(=O)NCCN(C)C)sc2c2ccccc21,98,-2
Cc1ccc(NC(=O)N2CCN(c3cc(-c4noc(C)n4)ccc3C)CC2)c(C)c1,104,-0.8
Cc1ccc(CNC(=O)CN2C(=O)CCn3nc(-c4ccccc4)cc32)cc1,100,-1.7
CC(C)NC(=O)C(C#N)(Cc1ccc(C#N)cc1)Cc1ccc(C#N)cc1,102,0
COc1ccc(N2CCN(S(=O)(=O)c3ccc(CC(C)C)cc3)CC2)cc1,102,-0.2
COc1ccc(C(=O)NCC(=O)OCc2cc(=O)n3nc(C4CCCCC4)sc3n2)cc1,108,0.4
COC(=O)c1sc(N)c(C(=O)OC)c1COC(=O)CN1CCCCCC1=O,106,0.4
# Next part
SMILES,Polio RdRp inh,Polio RdRp inh FP z-score
Cc1ccc(S(=O)(=O)N(C)c2nc3ccccc3nc2Cl)cc1,94,-0.9
OCCN1N=C2c3ccccc3CCC2C1c1ccccc1Cl (stereo unspecified),102,0
Cc1nn(-c2ccc(F)cc2)c(Cl)c1/C=C/C(=O)OCC(=O)Nc1c(C#N)oc2ccccc12,101,-0.2
O=C(CSC(=O)c1ccccc1)Nc1ccc(Cl)cn1,99,-0.2
O=C(Cn1c2ncccc2c(=O)n1-c1ccccc1)Nc1ccc(F)c(F)c1,119,0.9
O=C(NCCC1=CCCCC1)Nc1ccc(Cl)cc1,101,0.1
O=C(CSc1nnc2n1CCCCC2)NCc1ccco1,102,0.1
CCOC(=O)c1cnn2c1nc(Sc1cccc(OC)c1)c1ccccc12,105,0.3
Cc1cc(I)ccc1NC(=O)Nc1ccccc1,101,-0.6
c1ccc2c(c1)-c1ccccc1C2C1CCNCC1,102,0.2
COc1ccc2c(CN3CC=C(c4ccccc4)CC3)cc(=O)oc2c1,110,1.3
Fc1cccc(CSc2nc(NCCc3ccccc3)c3ccccc3n2)c1,105,-0.2
CC(C)NC(=O)c1nc(-c2cccc(C(F)(F)F)c2)no1,101,-0.4
N#Cc1ccccc1COC(=O)c1cc[n+]([O-])cc1,105,0.1
C/C(Nc1nc(-c2cc(C)n(CCc3ccccc3)c2C)cs1)=C(/C#N)C(N)=O,107,0.4
C=CCn1cc(F)c(=O)n(CC=C)c1=O,102,0.1
O=C(NCc1ccccc1)N1CCCCC1,100,-0.8
COc1ccccc1-c1coc2cc(OC(=O)c3ccco3)ccc2c1=O,105,0.9
C1=CCC(CNCCCn2ccnc2)CC1 (stereo unspecified),102,-0.1
Cc1ccc(SCC(=O)OCc2nc3ccccc3c(=O)n2CC#N)cc1,101,-0.3
COc1ccc(N2Cc3cccc(C(=O)NC(C)CCc4ccco4)c3C2=O)cc1 (stereo unspecified),104,1.5
CC(C)C(c1ccc(N(C)C)cc1)c1ccc(N(C)C)cc1,101,0.4
CCCC(=O)Nc1ccc(C(=O)N2CCc3ccccc32)cc1,99,-0.3
O=C(NCC1COC2(CCCC2)O1)c1ccccc1 (stereo unspecified),106,0.3
Cc1ccc(-n2c(C)cc(C(=O)Cn3nc(C)c(C)c(C#N)c3=O)c2C)cc1C,101,-0.3
COc1cc(OC)cc(-c2cc3nc(C)c(CCC(=O)Nc4ccccc4OC)c(C)n3n2)c1,108,0.9

# Screening data from PubChem BioAssay.
